Screening data (PubChem)
GIRK2 act: GIRK2 channel activators by thallium flux; P48051; HEK293 GIRK2/NPY4 cells, thallium flux fluorescence; activation (% efficacy), % for hits at 37.5 µM; 34,000 tested, under 10 active; AID 1259324;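 active = primary screen hit, no activity in plain HEK293 cells, and in GIRK2-only cells above 5% efficacy rising with concentration; inactive = the rest, including fluorescent compounds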;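 note: efficacy is normalized control-subtracted fluorescence 15 s after thallium addition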
Target sequence (P48051 whole entry, looked up): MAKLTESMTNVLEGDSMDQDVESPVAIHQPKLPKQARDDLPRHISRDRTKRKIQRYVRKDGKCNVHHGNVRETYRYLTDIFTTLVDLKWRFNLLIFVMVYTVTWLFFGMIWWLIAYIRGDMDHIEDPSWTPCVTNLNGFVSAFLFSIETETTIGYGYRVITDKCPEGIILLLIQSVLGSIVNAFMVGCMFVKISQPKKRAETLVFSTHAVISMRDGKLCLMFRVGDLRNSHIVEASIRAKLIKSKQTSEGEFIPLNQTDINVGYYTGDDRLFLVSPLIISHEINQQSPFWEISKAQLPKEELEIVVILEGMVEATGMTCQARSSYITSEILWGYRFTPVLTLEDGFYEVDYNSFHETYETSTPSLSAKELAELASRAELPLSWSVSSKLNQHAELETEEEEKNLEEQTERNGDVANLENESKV
Calls only; i = inactive. Only part of the results is shown, so the mix of outcomes need not match the whole.

nr | structure | GIRK2 act
1 | Cc1cc(C)n(-c2cc(NCCNC(=O)Nc3cccc(Cl)c3)nc(C)n2)n1 | i
2 | CSc1ncccc1C(=O)Nc1ccc(CC(=O)NC(C)(C)CO)cc1 | i
3 | O=C(CN1CCN(c2ccc3c(c2)OCO3)C1=O)NCc1nc2ccccc2[nH]1 | i
4 | O=S(=O)(c1ccc(OC(F)(F)F)cc1)N(Cc1ccccn1)CC(F)(F)F | i
5 | COc1ccc(CCS(=O)(=O)Nc2ccc3c(c2)N(C(=O)C2CC2)CC3)cc1 | i
6 | Cc1nn(-c2ccc(N3CCN(C(=O)C4CCCC4)CC3)nn2)c(C)c1C | i
7 | CSc1ncccc1C(=O)NCC(O)c1ccc(C(F)(F)F)cc1 (configuration not stated) | i
8 | CSCCC(C)(O)CNC(=O)c1ccc(S(=O)(=O)N(C)C)cc1 (configuration not stated) | i
9 | O=C(NCC(O)(c1ccccc1)C(F)(F)F)c1nc2ccccc2s1 (configuration not stated) | i
10 | CN(C)C(CNS(=O)(=O)c1ccc2c(c1)CCCC2)c1ccc(F)cc1 (configuration not stated) | i
11 | Cc1ccc(OCC(=O)NCCCn2nc(-c3ccc(Cl)cc3)ccc2=O)c(C)c1 | i
12 | CCNc1cc(NCCNC(=O)Nc2ccc(OC)cc2C)nc(C)n1 | i
13 | COc1ccc(-c2cc(CC(=O)NCCc3c[nH]c4ccccc34)no2)cc1 | i
14 | O=C(c1cc(-c2ccco2)on1)N1CCC(c2cccs2)CC1 | i
15 | CCOC(=O)Cn1c(=NC(=O)C2CCCCN2S(C)(=O)=O)sc2cc(F)ccc21 (configuration not stated) | i
16 | CCCOc1cn(-c2ccc(F)cc2)nc1C(=O)NCCC(C)C | i
17 | O=C(c1ccccc1C(F)(F)F)N1CCC(c2nnc(-c3ccc(F)cc3)o2)CC1 | i
18 | O=C(Nc1ccccc1NC(=O)c1ccccn1)c1cccc(F)c1 | i
19 | Cn1c(=O)c2c(nc(Nc3cccc(C(F)(F)F)c3)n2CC(=O)O)n(C)c1=O | i
20 | COc1ccc(CC(=O)NCCNc2cc(-n3ccnc3C)nc(C)n2)cc1 | i
21 | O=C(NCC1CCN(S(=O)(=O)C2CC2)CC1)c1cc(Cl)ccc1Cl | i
22 | CSc1ccccc1C(=O)N1CC(c2nc(-c3ccsc3)no2)C1 | i
23 | O=C(NCC1(c2cccs2)CCOCC1)C(=O)Nc1ccccc1Cl | i
24 | NS(=O)(=O)c1ccc(CNC(=O)C2CCCN(c3ccc(-n4ccnc4)nn3)C2)cc1 (configuration not stated) | i
25 | NC(=O)C1CCN(C(=O)Cc2cc(-c3ccc(F)cc3)on2)CC1 | i
26 | O=C1CCCN1c1ccc(NS(=O)(=O)c2ccc3c(c2)CCCC3)cc1 | i
27 | COc1cn(CC(=O)Nc2ccc3c(c2)OCCO3)c(CSc2nnnn2C)cc1=O | i
28 | Cc1ccc(-c2ccc(=O)n(CCCC(=O)N3c4ccccc4CC3C)n2)cc1 (configuration not stated) | i
29 | O=C(c1ccc2c(c1)OCCO2)N(Cc1ccncc1)c1nc2c(F)cccc2s1 | i
30 | Cc1nnc(NC(=O)c2ccc(S(=O)(=O)Nc3cccnc3)o2)s1 | i
31 | O=C(Nc1cccc([N+](=O)[O-])c1)c1ccc(=O)n(Cc2cccc(C(F)(F)F)c2)c1 | i
32 | COc1ccc(NC(=O)c2ccc(=O)n(CC(=O)Nc3ccccc3C(F)(F)F)n2)cc1 | i
33 | COc1ccc(CCNS(=O)(=O)c2ccc(Oc3ccccc3OC)cc2)cc1OC | i
34 | Cn1nc(C2CCCN(C(=O)c3ccc4cc[nH]c4c3)C2)n(-c2ccccc2)c1=O (configuration not stated) | i
35 | Cc1sc(NC(=O)c2ccc(SC(C)C)cc2)c(C#N)c1C | i
36 | COCCN1COc2ccc3c(=O)c(-c4ccc(F)cc4)c(C)oc3c2C1 | i
37 | O=C(Nc1ccc(F)c([N+](=O)[O-])c1)c1ccc(=O)n(Cc2cccc(F)c2)c1 | i
38 | Cc1noc(C2CN(C(=O)Cc3noc4ccccc34)C2)n1 | i
39 | CC(=O)N1N=C(c2ccccc2NS(C)(=O)=O)CC1c1cccs1 (configuration not stated) | i
40 | CSCCC(C)(O)CNC(=O)C(C)Oc1ccccc1 (configuration not stated) | i

Structures from the list above that have an aryl thioether with sulfur outside any ring, in the order listed:
nr | structure | GIRK2 act
2 | CSc1ncccc1C(=O)Nc1ccc(CC(=O)NC(C)(C)CO)cc1 | i
7 | CSc1ncccc1C(=O)NCC(O)c1ccc(C(F)(F)F)cc1 (configuration not stated) | i
22 | CSc1ccccc1C(=O)N1CC(c2nc(-c3ccsc3)no2)C1 | i
27 | COc1cn(CC(=O)Nc2ccc3c(c2)OCCO3)c(CSc2nnnn2C)cc1=O | i
35 | Cc1sc(NC(=O)c2ccc(SC(C)C)cc2)c(C#N)c1C | i

More entries:
nr | structure | GIRK2 act
41 | COc1cc(-c2cc(C(=O)O)c3[nH]c(-c4ccccc4)nc3n2)cc(OC)c1OC | i
42 | COc1ccc(-c2cc(=O)n(CC(=O)Nc3ccc4c(c3)OCCO4)cn2)cc1 | i
43 | COc1ccc(Cl)cc1NC(=O)Cn1cc(OC)c(=O)cc1CSc1nccn1C | i
44 | C#CC1(OCC(O)CNC(C)(C)CC(C)(C)C)CCCCC1 (configuration not stated) | i
45 | CC(C)n1nccc1C(=O)Nc1nnc(-c2ccn(C)n2)o1 | i
46 | Cc1cccc(Cn2cc(C(=O)Nc3cccc(C)c3C)ccc2=O)c1 | i
47 | CCOc1ccccc1C(=O)NCC1CCN(C(=O)c2ccccc2F)CC1 | i
48 | CC(C)CCNC(=O)C(=O)NC(C)c1ccccc1 (configuration not stated) | i
49 | Cn1c(SCc2nc(-c3ccc(C(F)(F)F)cc3)no2)nc2cc3c(cc2c1=O)OCO3 | i
50 | O=C1CC(c2nc3ccccc3n2CCOc2ccccc2)CN1Cc1ccc(F)cc1 (configuration not stated) | i
51 | CCn1c(=NC(=O)c2ccn(C)n2)sc2cc(OC)c(OC)cc21 | i
52 | Cc1c(C(=O)Nc2nccs2)nnn1-c1ccccc1Cl | i
53 | c1ccc(-c2onc3ccc(-c4nnc(-c5ccco5)o4)cc23)cc1 | i
54 | COc1ccc(S(=O)(=O)CCC(=O)Nc2cc(C)cc(C)c2)cc1 | i
55 | O=C(c1nc(-c2cnccn2)no1)N(C1CCCCC1)C1CCCCC1 | i
56 | COc1ccc2nc(-c3ccc(Cl)c(NC(=O)c4ccccc4C)c3)cn2n1 | i
57 | COc1ccc(-c2ccc(N3CCC(C(=O)Nc4ccccc4-c4ccccc4)CC3)nn2)cc1 | i
58 | CCOC(=O)N1CCN(CC(O)COc2cc(C)cc(C)c2)CC1 (configuration not stated) | i
59 | Cc1ccnc(Nc2ccc(N3CCN(C(=O)Cc4noc5ccccc45)CC3)nn2)c1 | i
60 | COCCN1CCC(CNS(=O)(=O)c2ccccc2F)CC1 | i
61 | CCOC(=O)c1ccc(NC(=O)Cn2cc(OC)c(=O)cc2CSc2nc(C)cc(C)n2)cc1 | i
62 | CCn1ccnc1N1CCN(C(=O)c2ccccc2C(F)(F)F)CC1 | i
63 | COc1ccc(CCNC(=O)Nc2ccc3c(c2)N(C(=O)c2ccccc2)CCC3)cc1 | i
64 | CCOC(=O)C(=O)c1c(O)[nH]c2ccccc12 | i
65 | O=S(=O)(c1ccc(F)cc1)c1nc(-c2ccccc2F)oc1NCc1cccnc1 | i
66 | Cc1ccsc1C(O)CNC(=O)C(=O)Nc1ccon1 (configuration not stated) | i
67 | O=C(c1ccc(Br)o1)N(CCc1ccccc1)Cc1ccccn1 | i
68 | COc1ccc(S(=O)(=O)N2CCC3(CC2)NC(=O)N(CCc2ccccc2)C3=O)cc1 | i
69 | Cc1ccc(OCC(=O)N2CCN(c3ccc4nncn4n3)CC2)cc1C | i
70 | COc1ccccc1Cc1noc(C2CN(C(=O)CCS(=O)(=O)c3ccccc3)C2)n1 | i
71 | O=C(NCCc1c[nH]c2ccccc12)c1csc(NS(=O)(=O)c2ccccc2)n1 | i
72 | CCNC(=O)c1c(NC(=O)c2snnc2CC)sc2c1CCCC2 | i
73 | COc1ccc(CC(=O)Nc2cc(C)nn2-c2nc(-c3ccccc3)cs2)cc1OC | i
74 | Cc1cc(N2CCCCC2)nc(NCCNC(=O)Cc2noc3ccccc23)n1 | i
75 | CCOc1ccc2ccccc2c1C(=O)NCC1CCN(CCOC)CC1 | i
76 | O=C(Cc1ccc(NC(=O)C2(c3ccccc3)CCOCC2)cc1)NCc1cccs1 | i
77 | CS(=O)(=O)N1CCC(CNC(=O)c2ccccc2Cl)CC1 | i
78 | O=C(NCC1(c2ccccc2)CCOCC1)C(=O)Nc1ccc(OC(F)(F)F)cc1 | i
79 | O=S(=O)(c1cccnc1)N1CCC(Cn2cnc3ccccc32)CC1 | i
80 | Cc1ccc(NC(=O)c2nc(NCc3cccnc3)ncc2Cl)cc1 | i

Given with each value named: 3 of the compounds above.
[68] COc1ccc(S(=O)(=O)N2CCC3(CC2)NC(=O)N(CCc2ccccc2)C3=O)cc1
  GIRK2 act: i
[61] CCOC(=O)c1ccc(NC(=O)Cn2cc(OC)c(=O)cc2CSc2nc(C)cc(C)n2)cc1
  GIRK2 act: i
[69] Cc1ccc(OCC(=O)N2CCN(c3ccc4nncn4n3)CC2)cc1C
  GIRK2 act: i

Among those listed so far, 2 have a nitro group on carbon.
nr | structure | GIRK2 act
31 | O=C(Nc1cccc([N+](=O)[O-])c1)c1ccc(=O)n(Cc2cccc(C(F)(F)F)c2)c1 | i
37 | O=C(Nc1ccc(F)c([N+](=O)[O-])c1)c1ccc(=O)n(Cc2cccc(F)c2)c1 | i

Other entries:
nr | structure | GIRK2 act
81 | Cc1nc2ccccc2n1CC1CCN(S(=O)(=O)c2ccccc2F)CC1 | i
82 | O=C(CCc1csc(NS(=O)(=O)c2ccccc2)n1)NCCc1c[nH]c2ccccc12 | i
83 | COc1ccc(C(F)(F)F)cc1NC(=O)C1CCCN(c2ccc(-n3ccnc3)nn2)C1 (configuration not stated) | i
84 | COc1ccc2nc(-c3ccc(C)c(NS(=O)(=O)c4ccccc4Cl)c3)cn2n1 | i
85 | O=C(Cn1c(=O)oc2ccccc21)NCC1(O)CCc2ccccc21 (configuration not stated) | i
86 | Cc1nc2ccccn2c1C(=O)NCCc1csc2nc(-c3ccccc3F)nn12 | i
87 | Cc1ccc(-c2cc(=O)n(CC(=O)NC3CCCC3)cn2)cc1 | i
88 | O=c1ccc(-c2cccc(Br)c2)nn1Cc1ccc([N+](=O)[O-])cc1 | i
89 | COc1ccc(/C=C/C(=O)NCC2CCN(C(=O)c3ccccc3F)CC2)cc1OC | i
90 | COC(=O)c1ccc2c(=O)n(CC(=O)NCCN3CCc4ccccc4C3)c(=S)[nH]c2c1 | i
91 | CC(Cn1nc(-c2ccco2)ccc1=O)C(=O)Nc1ccccc1C#N (configuration not stated) | i
92 | COCCCNc1oc(-c2cccs2)nc1S(=O)(=O)c1ccccc1 | i
93 | Cc1nn(C2CCS(=O)(=O)C2)c2nc(-c3ccco3)cc(C(=O)NCCN3CCOCC3)c12 (configuration not stated) | i
94 | O=S(=O)(NCCC(O)c1cccs1)c1ccc2c(c1)OCCO2 (configuration not stated) | i
95 | O=c1oc2c3c(ccc2cc1-c1ccccc1)OCN(CCCN1CCOCC1)C3 | i
96 | COc1ccc(CCNC(=O)NCc2cnn3ccccc23)cc1 | i
97 | Cn1c(C(F)(F)F)nn(CCNC(=O)c2cc3ccccc3oc2=O)c1=O | i
98 | Cc1cc2cc(CNC(=O)CC(C)(C)C)ccc2[nH]1 | i
99 | COc1ccc(OC)c2sc(NC(=O)C3CCCCN3S(C)(=O)=O)nc12 (configuration not stated) | i
100 | O=S(=O)(Cc1ccccc1)NCC(c1ccco1)N1CCOCC1 (configuration not stated) | i
101 | CCCCOCC(O)CN1CCN(C)CC1 (configuration not stated) | i
102 | Cc1cc(OCC(O)Cn2c(C3CC(=O)N(C(C)(C)C)C3)nc3ccccc32)ccc1Cl (configuration not stated) | i
103 | Cc1ccc(NC(=O)Cc2csc(NC(=O)c3ccc(=O)[nH]c3)n2)cc1C | i
104 | CCNC(=O)CSc1nc(-c2ccccc2)c(NC(=O)c2ccco2)s1 | i
105 | Cc1nc(-n2nc(-c3ccco3)cc2NC(=O)c2ccco2)[nH]c(=O)c1C | i
106 | O=C(NCC(O)(c1cccs1)C1CC1)C(=O)Nc1ccccc1Cl (configuration not stated) | i
107 | CCc1ccc(N2C(=O)C3N=NN(Cc4ccccc4C)C3C2=O)cc1 (configuration not stated) | i
108 | O=C(NCCCn1ccnc1)C(=O)Nc1ccc2c(c1)OCCO2 | i
109 | O=C1CCc2cc(S(=O)(=O)N3CCCCCC3)cc3c2N1CCC3 | i
110 | O=C(NC1CCCCC1N1C(=O)CSC1=O)c1cccc(-n2cnnn2)c1 (configuration not stated) | i
111 | Cc1cc(NC(=O)COc2ccccc2)n(C2CCS(=O)(=O)C2)n1 (configuration not stated) | i
112 | Cc1cc(C)cc(C(=O)Nc2sc(SCC(N)=O)nc2-c2ccccc2)c1 | i
113 | CCOc1ccc(NC(=O)C(=O)NCc2ccc(F)cc2)cc1 | i
114 | CCN1CCc2nc(-c3ccccc3)n(CC(=O)N3CCCc4ccccc43)c(=O)c2C1 | i
115 | CCOC(=O)c1ccc(Oc2c(C)oc3c4c(ccc3c2=O)OCN(CCOC)C4)cc1 | i
116 | COc1ccc(NC(=O)Nc2ccc(Nc3cc(-n4ccnc4)ncn3)cc2)cc1Cl | i
117 | CC(O)(CNS(=O)(=O)c1ccc2c(c1)OCCO2)C1CC1 (configuration not stated) | i
118 | Cc1[nH]c2ccccc2c1C(=O)C(=O)N1CCN(c2ncnc3c2nnn3C)CC1 | i
119 | Cc1nc(NC(=O)CCS(=O)(=O)c2ccc(Cl)cc2)sc1C | i
120 | CC1CC(C)CN(Cc2nc3c(c(=O)n(C)c(=O)n3C)n2CC(=O)C(C)(C)C)C1 (configuration not stated) | i
121 | CC(=O)c1cccc(NC(=O)CCn2cncn2)c1 | i
122 | COc1ccccc1-n1nnc(C(=O)Nc2ncc(Cc3ccccc3)s2)c1C | i
123 | O=C(Cn1nc(-c2ccco2)ccc1=O)Nc1ccc([N+](=O)[O-])cc1 | i
124 | Cc1cc(C(=O)N2CCN(Cc3nc(-c4ccccc4)cs3)CC2)c(C)o1 | i
